Screening results deposited in PubChem BioAssay by several laboratories.
IEC-6 cytotox – IEC-6 cytotoxicity, counter-screen for KLF5 inhibitors. inhibition, % at 5 µM. luminescence viability. actives 0.78% (n = 290,000); in the data active means inhibition above about 22%;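 further: 0% = plate median of test compound wells and 100% = cytotoxic reference compound wells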
GSK3B inh – blocks human GSK3beta kinase activity. P49841. GST-GSK3beta kinase, ADP-Glo luminescence, 60 min; stronger effect = lower value. activity score (negative = inhibition), % at 10 µM. actives 0.038% (n = 300,000);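 active means more than half of replicate wells score below -50%, meaning over 50% inhibition versus plate controls; inconclusive means some replicates but at most half score below -50%; inactive means no replicate scores below -50%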;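 further: 0% = median DMSO wells and -100% = median GW8510 positive control wells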
Target sequence (P49841 whole entry, looked up): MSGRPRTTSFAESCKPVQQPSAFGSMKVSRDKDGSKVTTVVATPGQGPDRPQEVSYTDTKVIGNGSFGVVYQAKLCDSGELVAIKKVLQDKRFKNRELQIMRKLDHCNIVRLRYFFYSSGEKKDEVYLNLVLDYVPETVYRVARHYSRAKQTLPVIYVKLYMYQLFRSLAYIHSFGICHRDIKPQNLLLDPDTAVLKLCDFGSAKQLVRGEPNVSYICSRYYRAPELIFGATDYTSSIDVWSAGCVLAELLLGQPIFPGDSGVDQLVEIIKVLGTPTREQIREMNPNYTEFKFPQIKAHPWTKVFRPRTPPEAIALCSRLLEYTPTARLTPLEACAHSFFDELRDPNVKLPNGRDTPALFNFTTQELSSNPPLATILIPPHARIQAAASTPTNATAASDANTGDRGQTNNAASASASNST
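Test system: GST-fused GSK3beta enzyme, cell-free | Quantity: 1.6 ng GST-GSK3beta enzyme per well | Reagent: 25 µM ATP with peptide substrate | Schedule: 60 min enzyme reaction, room temperature | Signal: Luminescent ADP-Glo measurement of ADP formed | Read-out basis: Score relative to plate controls | Control set: DMSO and 20 µM GW8510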
HSP90 refold inh – inhibitors of HSP90 luciferase refolding in rabbit reticulocyte lysate. luciferase refolding luminescence, 3 h. inhibition, % at 5.6 µM. actives 0.91% (n = 290,000). AID 1789;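 active means inhibition above the screen-wide mean plus 3 SD, computed separately per campaign, cut at about 16% in these data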;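 further: 0% = DMSO wells and 100% = 60 µM geldanamycin wells; inhibitors lower the luminescence because luciferase stays unfolded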
HSF1 activator – increases HSF-1 driven luciferase reporter signal | NIH3T3-HGL HSF-1 luciferase reporter, MG132, 8 h; 100% = twice DMSO control signal | actives 1.7% (n = 300,000) | activation, % at 9 µM;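 active means mean replicate activation of at least 50% with a set share of replicates each reaching 50%; inconclusive means only one of those two conditions met; inactive means mean below 50% and too few replicates reaching it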;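 further: 0% = median of the neutral control wells and 100% = twice that signal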
aSyn 5UTR inh – 5' untranslated region of α-synuclein, MLPCN primary screen; alpha-synuclein 5'UTR reporter, inhibitor activity; inhibition, % (tested at 7.5 µM); actives 0.82% (n = 300,000); AID 1813; in the data active means inhibition above about 60%; inconclusive means no clear call, values can overlap the other calls;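 further: H4 neuroglioblastoma cells stably carrying SNCA 5'UTR luciferase fusion; 0% = DMSO wells and 100% = positive control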
AI-2 QS modul – modulates the Vibrio harveyi AI-2 quorum sensing system; Vibrio harveyi JMH597 AI-2 luminescence/OD600 ratio, 9 h; stronger effect = lower value; strain lacks LuxN and CqsS sensors; 0 = neutral-control median; activity change, % at 7.5 µM; actives 0.4% (n = 300,000); in the data active means activity change below about -75%, passing the limit was not always enough; inconclusive means no clear call, values can overlap the other calls;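 further: luminescence divided by OD600 gain over 9 h not by final OD600 alone; inactives centre near 13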
KLF5 inh – kruppel-like factor 5 inhibition; DLD-1 KLF5 promoter-luciferase reporter, luminescence; inhibition, % at 5 µM; actives 0.23% (n = 290,000); AID 1700;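 active means inhibition above a per-plate limit of that plate's mean compound inhibition plus 3 SD, cut at about 60% in these data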;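 further: 0% = DMSO wells and 100% = LY294002 at 200 µM; higher means less KLF5 promoter-driven luciferase light; inactives centre near -14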
HSF1 inh – HSF1 inhibition; NIH3T3-HGL HSE-luciferase, MG132-induced, luminescence 8 h; stronger effect = lower value; activity change, negative = inhibition, % at 7.5 µM (by protocol); actives 0.77% (n = 300,000); AID 2098;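 active means more than half of replicate wells show activity change below -50%, luminescence cut by over half; inconclusive means some wells, but at most half, below -50%; inactive means no replicate well below -50%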;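 further: luciferase reports HSF-1 transcriptional activity via heat shock element; 0% = median of DMSO wells and -100% = zero luminescence signal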
HIF act – HIF pathway transcriptional activation. AID 1910. actives 0.32% (n = 300,000). U2OS HRE-luciferase reporter, luminescence; normalized: DMSO 0%, desferrioxamine 100%. activation, % at 7.5 µM (by protocol);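 active means mean activation of at least 10% of the iron chelator positive control signal, with at least half of replicates also reaching 10%; inconclusive means mean and replicate majority disagree about reaching 10%; inactive means mean and most replicates under 10%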
GSK3A inh – blocks human GSK-3 alpha kinase; ADP-Glo luminescence, 60 min; P49840; inhibition, % at 10 µM; actives 0.1% (n = 320,000);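 in the data active means inhibition above about 50%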;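 further: GST-tagged GSK-3 alpha with peptide substrate and 25 µM ATP; 0% = DMSO neutral wells and 100% = GW8510 positive control wells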
Target sequence (P49840 whole entry, looked up): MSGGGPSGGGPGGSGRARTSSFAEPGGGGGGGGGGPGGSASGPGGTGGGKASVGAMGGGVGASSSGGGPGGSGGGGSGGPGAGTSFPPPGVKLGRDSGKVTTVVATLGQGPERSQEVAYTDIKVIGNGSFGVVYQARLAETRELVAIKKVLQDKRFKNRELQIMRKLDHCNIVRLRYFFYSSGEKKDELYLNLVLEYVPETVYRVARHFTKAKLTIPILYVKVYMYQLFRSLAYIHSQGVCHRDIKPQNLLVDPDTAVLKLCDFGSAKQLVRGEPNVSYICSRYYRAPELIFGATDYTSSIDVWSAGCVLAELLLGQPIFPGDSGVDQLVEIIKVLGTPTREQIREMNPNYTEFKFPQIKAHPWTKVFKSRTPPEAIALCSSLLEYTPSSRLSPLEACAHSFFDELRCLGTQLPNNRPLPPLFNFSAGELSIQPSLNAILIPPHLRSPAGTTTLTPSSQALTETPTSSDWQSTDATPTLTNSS
* = called active by the depositor; u = inconclusive; x = not tested or not shown.

SMILES	IEC-6 cytotox	GSK3B inh	HSP90 refold inh	HSF1 activator	aSyn 5UTR inh	AI-2 QS modul	KLF5 inh	HSF1 inh	HIF act	GSK3A inh
C=CCN(c1ccccc1)S(=O)(=O)c1cccc(C(=O)N(CC)CC(=O)Nc2c(F)cccc2F)c1	-3	0	-1	20	18	17	-26	5	-0.2	5
COc1ccc(/C=C2\SC(=S)N(C(C(=O)O)c3ccccc3)C2=O)c(OC)c1 (stereo unspecified)	-2	2	3	32	7	61	4	7	0.5	-8
C=CCOc1ccc(/C(CC)=N/O)cc1OC	1	3	4	0	-10	1	-20	3	0.0	-6
C/C(=N/NC(=O)C1CC1(c1ccccc1)c1ccccc1)c1ccco1 (stereo unspecified)	1	-1	2	4	4	12	-21	-9	-0.3	-1
c1ccc2oc(-c3[nH]ncc3CN3CCC(N4CCSCC4)CC3)cc2c1	5	-3	-2	-21	-11	2	13	-13	-0.3	-1
O=C1CC2(CCN(C(=O)COc3ccccc3)CC2)Oc2ccccc21	x	1	x	10	2	17	x	1	-2.9	0
O=C(NCc1ccncc1)c1cc2ccccc2nc1Cl	7	3	0	7	-2	9	-8	-8	0.2	-1
CCOc1ccc(-c2nnc(SCC(=O)O)n2Cc2ccccc2)cc1	0	5	-2	-1	7	-11	-17	5	0.9	x
COCCCNC(=O)/C(C#N)=C/c1ccc(OCC(=O)O)c(OC)c1	0	1	2	-7	6	24	12	-9	2.3	0
C/C=C(/C)C(=O)Nc1cccc(C2=NOC3(C2)C[C@H](C(N)=O)N(C(=O)Cc2ccc([N+](=O)[O-])cc2)C3)c1 (stereo partly specified)	x	1	x	-10	14	9	x	-9	-1.4	-5
CCc1cc2c(=O)c(Oc3ccccc3)c(C)oc2cc1O	0	-4	1	29	28	25	1	14	-0.9	-1
COc1ccc(C/C(N)=N/O)cc1	1	-1	-5	14	-5	6	-22	-6	-0.1	-2
O=C(CSc1ncn[nH]1)Nc1cc(S(=O)(=O)N2CCCC2)ccc1Cl	4	0	5	-14	-41	23	-5	-3	0.2	0
O=C(NCC(=O)N1CCCC1)c1ccccc1F	-2	1	-1	9	-50	35	-70	11	0.6	1
O=C(c1cc(-c2ccccc2Cl)on1)N1CCN(C(=O)c2ccco2)CC1	-3	0	-1	-3	-12	19	2	6	0.9	-3
CC1=NCCN1S(=O)(=O)c1cc([N+](=O)[O-])ccc1Cl	-1	-1	6	1	14	16	-33	5	-0.1	-1
C=CCn1c(SCC(C)=O)nc2sc3c(c2c1=O)CCC3	2	-3	0	-18	18	5	-1	-9	-0.3	-5
CCc1c(C)nc2c(OC)cccc2c1SCCC(=O)O	-5	1	2	-1	-7	24	-6	-3	-0.2	-3
O=C(CCN1CCN(c2ccccc2)CC1)NNC(=S)Nc1ccccc1Cl	4	1	-1	1	-5	31	-6	-11	0.2	-1
CC(=O)Nc1ccc(C(=O)Cn2c3[n+](c4c(F)c(F)ccc42)CCCCC3)cc1	-3	-2	-1	-11	7	16	-27	0	-1.0	-1
CC1Cc2cc(S(=O)(=O)N3CCC(C(=O)N(C)Cc4ccccc4)CC3)ccc2N1C(=O)C1CC1 (stereo unspecified)	-1	1	-5	5	30	5	-36	1	-0.1	0
c1ccc(-c2nc(NC3CC3)nc(-n3ccnc3)n2)cc1	-3	1	-4	-2	22	34	-13	7	-0.5	0
Cc1ccc([N+](=O)[O-])cc1N(CC(=O)NCC1CCCO1)S(C)(=O)=O (stereo unspecified)	-3	1	0	-1	-22	32	-61	-7	-0.1	-1
O=C(O)CCCCCn1c(SCc2cc(=O)n3cc(Cl)ccc3n2)nc2ccsc2c1=O	1	3	6	-1	22	24	5	2	-3.5	1
CCc1ccc2nc(N3C(=O)C(O)=C(C(=O)c4ccco4)C3c3cccs3)sc2c1 (stereo unspecified)	2	2	9	5	-102	40	-115	3	2.6	0
CCOC(=O)c1cnc2c(C#N)cnn2c1N	4	0	1	-1	7	-1	0	-2	3.1	0
COc1ccccc1-n1ccnc1SCC(=O)NCC1CCCO1 (stereo unspecified)	-2	-3	-5	-6	-9	17	-6	-2	-0.2	-3
Cc1ccc(NC(=O)CN(C)C(=O)CCOc2ccccc2C)cc1	3	2	2	23	10	24	13	12	-0.3	-1
O=[N+]([O-])c1ccc(N2CCN(c3ccccn3)CC2)c(Cl)c1	-4	-2	-3	18	-46	8	-28	19	1.5	-1
O=C(NCc1ccncc1)c1ccc(NS(=O)(=O)c2ccccc2)cc1	-5	1	-3	-6	0	-5	-36	-1	0.3	3
CCN(CC)CCCN=C(C)C1=C(O)c2ccccc2C1=O	0	-4	-1	-1	-4	-9	0	-5	1.1	-1
Clc1ccc(C2=CSC3=NCCN23)c(Cl)c1	x	-1	x	-3	-12	20	x	-1	-0.3	0
COc1ccc(NC(=S)N(CCO)Cc2ccccc2)cc1	3	1	0	2	-27	19	-23	6	0.8	-10
O=C(NC1CCCCCC1)c1ccc(=O)n(Cc2ccccc2)n1	4	3	3	24	6	6	1	2	-1.0	2
O=C(O)CCSc1nnc(COc2ccc([N+](=O)[O-])cc2)n1-c1ccccc1	-2	-1	-3	-10	5	14	1	-1	1.9	-3
CC1CCC2(CC1)NC(=O)N(NC(=O)CCl)C2=O (stereo unspecified)	1	4	-2	19	-77	18	-13	-6	-0.3	0
COc1ccc(CCNC(=O)c2cc(-c3ccncc3)nc3c(Cl)cccc23)cc1OC	2	-1	0	18	-38	-15	-6	2	-0.6	3
Cc1nn(CC(=O)N2CCC(C(N)=O)CC2)c(=O)c2nn(-c3ccccc3)c(C)c12	-3	-20	-2	0	8	14	-6	-3	0.3	-11
Cc1ccc(Nc2nc3ccccc3s2)c(C)c1	-2	-1	3	66*	-44	-14	-176	11	0.2	-1
CCOC(=O)c1cc(=O)n2[nH]c(-c3ccc(C)cc3)cc2n1	11	-1	1	11	-33	25	-17	4	0.2	2
CN(C)S(=O)(=O)c1cccc(NC(=S)N(CCC#N)Cc2cccnc2)c1	2	3	1	6	-16	35	-22	-5	0.1	2
COc1ccc([N+](=O)[O-])cc1N(CC(=O)NC(C(C)C)C(C)C)S(C)(=O)=O	-1	-3	-6	-15	-3	38	-22	-5	-0.1	1
c1ccc2sc(N3CCOCC3)nc2c1	3	-3	-1	1	-65	13	-39	5	1.6	-2
Cc1cccc(N=Cc2cc(Br)cc(Cl)c2O)c1	-3	0	-3	11	-26	12	9	6	0.4	4
C=CCn1c(SCC(=O)Nc2c(C)nn(Cc3ccccc3)c2C)nnc1C(O)c1ccccc1 (stereo unspecified)	-1	0	0	-1	14	14	-51	-1	-0.3	-1
O=C(Nc1ccc(SC(F)F)cc1)C1CC(=O)N(Cc2ccccc2)C1 (stereo unspecified)	-5	-1	2	20	8	-7	-38	1	0.6	7
COc1ccc(N2CCN(C(=N)/C(C(C)=O)=C(\C)O)CC2)cc1	0	1	-2	5	-3	19	-14	-5	-0.3	-1
CC(=O)Nc1cccc(OC(=O)N2CCOCC2)c1	-1	3	0	x	x	16	-17	x	x	5
CC(C)n1nnnc1SCC(=O)NNC(=O)C1CCCCC1	-5	2	-2	-9	-18	35	-9	2	-0.3	-7
CCc1c(C)c(C#N)c2nc3ccccc3n2c1NCc1ccccn1	-3	0	0	27	-5	24	6	17	0.0	81*
CC1=CC(=O)C(C(C)=Nc2ccccc2Cl)C(=O)O1 (stereo unspecified)	4	-3	3	5	0	6	-11	-3	-0.3	9
COc1ccc2nc(SCC(=O)NCc3ccc(F)cc3)[nH]c2c1	-4	1	-1	4	10	31	-13	-1	0.5	1
CC(=O)N1CCN(C(=O)c2ccco2)CC1	4	1	0	5	17	19	10	-6	-25	0
O=C(Nc1cccnc1)c1ccc(Cl)c(S(=O)(=O)N2CCCCC2)c1	1	-1	-3	-3	-8	8	-22	4	0.2	2
CC(C)[C@H]1COCCS(=O)(=O)N1Cc1ccccc1F	x	1	x	2	11	11	x	2	-0.3	1
Nc1nnc(-c2ccccc2[N+](=O)[O-])o1	-10	2	30*	-26	13	18	-11	-14	-1.7	-2
Cc1cc(Br)ccc1NC(=O)c1sc2ncn(CC(=O)N3CCN(c4ccccn4)CC3)c(=O)c2c1C	-8	-2	-5	-2	20	10	-27	-4	-0.6	1
O=C(c1ccc2c(c1)OCO2)N1CCC(Cc2ccccc2)CC1	0	1	3	-9	6	24	-4	-15	0.4	-3
COC(=O)/C(=C\c1ccc([N+](=O)[O-])o1)NC(=O)c1ccccc1	-3	-4	3	12	-61	-5	-22	7	-21	-2
CC(=O)c1cccc(NC(=O)Nc2cc3sccc3n2C)c1	-2	2	-4	-2	-43	38	-4	-2	0.2	-1

Later entries
SMILES	IEC-6 cytotox	GSK3B inh	HSP90 refold inh	HSF1 activator	aSyn 5UTR inh	AI-2 QS modul	KLF5 inh	HSF1 inh	HIF act	GSK3A inh
COc1ccccc1NC(=O)N1CCCC1	1	1	2	2	3	26	-13	-4	-0.2	6
COc1ccc(CNC(=O)CCCn2c(SCC#N)nc3cc4c(cc3c2=O)OCO4)cc1	-4	x	1	x	x	x	-12	x	x	-1
Cc1ccc(NC(=O)c2cc(N3C(=O)C4CC=CCC4C3=O)ccc2N2CCOCC2)cc1Cl (stereo unspecified)	4	3	-1	29	-15	2	11	8	-0.3	-4
CC[C@H](C)[C@H](NC(N)=O)C(=O)NCCc1ccc(OC)c(OC)c1	-1	-1	-4	-2	16	19	-29	-3	-0.2	3
OCCN(CC#CCn1c2ccccc2c2ccccc21)CCO	6	-1	2	5	u	6	-26	-6	-0.2	3
CCOc1ccc(OCCOCCn2ccnc2)cc1	1	-2	7	-6	-1	-4	-16	-3	0.0	2
Cc1ccc(C(=O)NCC(=O)Nc2ccc3c(c2)OCCO3)cc1	x	x	x	-5	-22	x	x	-3	1.1	-2
CCCCCc1nnc(NC(=O)Cc2cccs2)s1	1	0	-2	18	3	7	-14	1	0.5	-1
CCCCn1c(N)c(N(CCOC)C(=O)COC(=O)CSc2cc(C)c3ccccc3n2)c(=O)[nH]c1=O	x	0	x	-14	-4	7	x	-1	-0.1	-1
COc1ccc(CCNC(=O)CNCC(c2ccccc2)N(C)C)cc1OC (stereo unspecified)	-1	-4	7	34	-2	7	-26	-2	0.9	-4
CC1=C(C(=O)Nc2cccc(C)c2C)C(c2cccs2)NC(=S)N1 (stereo unspecified)	6	-2	1	12	5	9	19	-8	-0.5	-4
CN(C1CCCCC1)S(=O)(=O)c1ccc(C(=O)O)cc1	3	3	0	1	12	25	-21	0	0.2	-1

Not a hit list; any-hit rate near 4.7%.
